Screening results deposited in PubChem by National Center for Advancing Translational Sciences (NCATS).
VP16 counter: inhibits Gal4-VP16 luciferase reporter, ROR gamma counter-screen; 310,000 tested, 3.5% active; Potency, µM (series often up to 53.6 µM), without a hit: at the highest dose activity, negative = inhibition, actives largely listed as inhibitors; Drosophila S2 Gal4-VP16 UAS-luciferase, luminescence, 20 h;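 also: Gal4-VP16 expression switched on by copper sulfate through the metallothionein promoter; potency is read from the fitted curve at half-maximal effect; % is scaled to controls: 0 for no effect and ±100 for the full control effect; nearly all actives have a fitted effect of over 50% in size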
RORgamma inh: blocks mouse ROR gamma transcriptional activity; P51450; Drosophila S2 Gal4-RORgamma UAS-luciferase reporter, 20 h; Potency, µM (highest dose often 53.6 µM), for inactives: top-dose activity change, negative = inhibition, hits mostly inhibitors; 310,000 tested, 5.4% active; AID 2551; also: potency is read from the fitted curve at half-maximal effect; % is scaled to controls: 0 for no effect and ±100 for the full control effect; nearly all actives have a fitted effect of over 60% in size
Target sequence (P51450 whole entry, looked up, the tested form may be a part): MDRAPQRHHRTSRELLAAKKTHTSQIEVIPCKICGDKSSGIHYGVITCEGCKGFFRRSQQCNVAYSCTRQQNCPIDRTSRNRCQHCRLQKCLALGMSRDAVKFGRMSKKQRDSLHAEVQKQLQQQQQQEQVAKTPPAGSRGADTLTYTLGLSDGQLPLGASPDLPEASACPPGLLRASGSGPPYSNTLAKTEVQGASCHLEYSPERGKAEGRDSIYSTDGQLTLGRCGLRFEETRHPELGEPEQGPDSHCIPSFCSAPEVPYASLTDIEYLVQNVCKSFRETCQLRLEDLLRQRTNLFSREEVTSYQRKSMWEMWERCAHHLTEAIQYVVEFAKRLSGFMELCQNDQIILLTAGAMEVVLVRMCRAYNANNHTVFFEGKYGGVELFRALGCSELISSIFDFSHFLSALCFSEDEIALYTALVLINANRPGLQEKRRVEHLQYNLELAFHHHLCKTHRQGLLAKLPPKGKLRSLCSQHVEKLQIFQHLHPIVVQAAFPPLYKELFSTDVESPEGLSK
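Drosophila S2 cells stably expressing Gal4-DBD/mouse RORγ fusion under metallothionein promoter plus UAS-luciferase; compound 1 h, then 700 uM CuSO4 induction for 20 h at ambient temperature; inhibition read as reduced luminescence.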
NPC1 prom act: activates the NPC1 promoter | 320,000 tested, 2.4% active | Potency, µM (top dose mostly 9.22 µM), without a hit: top-dose activation, hits mostly activators | Huh7 NPC1 promoter luciferase reporter, 24 h;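 also: potency is read from the fitted curve at half-maximal effect; % of control where 0% means no effect; nearly all actives have a fitted effect of over 60% in size; reporter is driven by a mutant NPC1 promoter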
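NPC1 promoter–luciferase Huh7 cells; 24 h compound; luminescence.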
FLuc modulator: inhibits or activates purified firefly luciferase, miR-21 counter-screen; P08659; purified FLuc, Km substrates, luminescence inhibition; Potency, µM (series often up to 57.5 µM), inactives show at the top dose activity change, negative = inhibition, actives largely listed as inhibitors; 360,000 tested, 6.9% active;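 also: potency is read from the fitted curve at half-maximal effect; plate controls were vehicle for no effect and reference inhibitor for full effect; nearly all actives have a fitted effect of over 55% in size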
Target sequence (P08659 whole entry, looked up): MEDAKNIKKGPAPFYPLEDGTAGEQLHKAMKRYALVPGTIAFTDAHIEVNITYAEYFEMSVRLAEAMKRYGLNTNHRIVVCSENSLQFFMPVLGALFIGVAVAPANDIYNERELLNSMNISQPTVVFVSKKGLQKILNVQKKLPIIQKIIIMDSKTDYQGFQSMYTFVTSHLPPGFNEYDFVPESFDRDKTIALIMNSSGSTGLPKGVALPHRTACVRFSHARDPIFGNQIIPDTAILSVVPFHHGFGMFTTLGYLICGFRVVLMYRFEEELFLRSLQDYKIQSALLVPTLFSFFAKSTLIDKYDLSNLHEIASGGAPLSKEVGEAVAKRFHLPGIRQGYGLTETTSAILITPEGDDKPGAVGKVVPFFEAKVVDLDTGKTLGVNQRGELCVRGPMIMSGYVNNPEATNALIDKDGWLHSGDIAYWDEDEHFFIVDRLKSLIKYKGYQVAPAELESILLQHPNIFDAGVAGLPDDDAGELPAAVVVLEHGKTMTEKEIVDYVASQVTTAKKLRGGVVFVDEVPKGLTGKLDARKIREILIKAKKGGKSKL
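Purified P. pyralis luciferase, 10 nM final, with Km-level 10 uM D-luciferin and 10 uM ATP in 50 mM Tris acetate pH 7.5, 10 mM Mg acetate, 0.01% Tween-20, 0.05% BSA; 6-point qHTS titration about 60 µM downward; luminescence read.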
FBPA coupling cs: inhibits coupling enzyme system, counter-screen for aldolase hits; coupling enzyme system counterscreen, AmpLite Red fluorescence; activity change, negative = inhibition, % at 58.2 µM, hits read low; 290,000 tested, 0.67% active; in the data active = activity change below about -30%; also: % is scaled to controls: 0 for no effect and ±100 for the full control effect
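Fluorescence at 525 nm excitation and 598 nm emission measured inhibition of the coupled detection system without aldolase. Compounds (at 57.5 uM final) were preincubated 10 min at room temperature with coupling enzyme reagent before a 20 min substrate/AmpLite Red step.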
Rab9 prom act: activators of Rab9 promoter | Huh7 Rab9 promoter-luciferase reporter, luminescence, 24 h | Potency, µM (titrated, usually from 9.22 µM), inactives show at the top dose activation, negative = inhibition, actives largely listed as activators | 320,000 tested, 2.8% active | AID 485297; also: potency is read from the fitted curve at half-maximal effect; % of control where 0% means no effect; nearly all actives have a fitted effect of over 60% in size
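Measured in stably transfected Huh7 cells bearing a Rab9 promoter–luciferase construct: 24 h compound treatment at 37 °C, followed by luminescence detection.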
uPA generation: inhibitors of cell surface uPA generation | cell surface uPA generation assay, qHTS | Potency, µM (highest dose often 38.3 µM), without a hit: top-dose activity change, negative = inhibition, most hits filed as inhibitors | 330,000 tested, 0.31% active; active = well fitted inhibition curve with a large enough effect; inconclusive = small, poorly fitted or top-dose-only effect; inactive = no such curve, though single readings can be large or run the other way; tested in mouse RAW 264.7 cells; also: potency is read from the fitted curve at half-maximal effect; % is scaled to controls: 0 for no effect and ±100 for the full control effect; nearly all actives have a fitted effect of over 55% in size
Tb PFK inh: blocks T. brucei phosphofructokinase | AID 485367 | Potency, µM (titrated, usually from 57.5 µM), inactives show top-dose activity, negative = inhibition, most hits filed as inhibitors | O15648 | 330,000 tested, 0.17% active | T. brucei PFK, ADP-Glo luminescence;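 also: potency is read from the fitted curve at half-maximal effect; 0% = uninhibited 1x PFK enzyme wells and -100% = no-enzyme wells; nearly all actives have a fitted effect of over 60% in size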
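PFK 1.25 nM, F6P 0.5 mM, ATP 0.1 mM, 0.1 M TEA pH 8.0, 5 mM MgCl2, 0.01% Tween20, 0.1% BSA; 45 min RT. ADP-Glo readout. qHTS titration up to 57 uM; curves fitted, compounds curve-classed.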
ELG1 genotoxic: induces genotoxicity in HEK293T cells with luciferase-tagged ELG1; HEK293T ELG1-luciferase reporter, luminescence, 16 h; Potency, µM (highest dose often 46 µM), for the others: at the highest dose activity change, positive = activation, hits mostly activators; 330,000 tested, 1.3% active; also: potency is read from the fitted curve at half-maximal effect; % of control where 0% means no effect; nearly all actives have a fitted effect of over 60% in size
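Genotoxic stress is detected as increased luminescence from luciferase-tagged ELG1 in HEK293T cells, measured with ONE-Glo after a 16 hr treatment at 37 °C.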
Giardia kill: kills Giardia lamblia. Giardia lamblia trophozoite viability. activity change, % at 7.66 µM, hits read low. 340,000 tested, 0.15% active. AID 540267; in the data active = activity change below about -80%; inconclusive = between about -30% and that limit;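 also: parasites exposed to compound for two days anaerobically before the ATP read; % is scaled to controls: 0 for no effect and ±100 for the full control effect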
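Anaerobic 48 hrs incubation at 37 deg C of 100 trophozoites/well with test compounds; ATPLite 1-Step luminescence, 15-30 min RT, reports cellular ATP as viability.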
KCNH2 3.1 block: blocks the human KCNH2 3.1 channel isoform. 340,000 tested, 0.95% active. activity change, % (tested at about 1.8 µM). AID 720553. U2OS KCNH2 3.1, thallium flux FluxOr; active compounds read low;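 active = maximum activity change below -70%; inconclusive = maximum activity change from -70% to -50%; inactive = maximum activity change above -50%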;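 also: thallium influx rate constant from kinetic fluorescence after stimulation buffer; % is scaled to controls: 0 for no effect and ±100 for the full control effect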
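We transduce U2OS cells with the mutant 3.1 virus, culture them overnight, load FluxOr with Red40 quencher for 45 min, then add stimulation buffer and read kinetically for 2 min to derive a normalized rate constant.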
* hit, by the source's call; u = inconclusive; x = no result given; & = joins results of further samples; [ ] = another dose, or the depositor's remark. Unless noted, calls follow the shape of the dose curve; as a rule, active = well fitted curve in the direction sought with a large enough effect; inconclusive = small, poorly fitted or top-dose-only effect, or another doubt; inactive = no such curve, though single readings can be large; an effect the other way counts as inactive or inconclusive.

SMILES | VP16 counter | RORgamma inh | NPC1 prom act | FLuc modulator | FBPA coupling cs | Rab9 prom act | uPA generation | Tb PFK inh | ELG1 genotoxic | Giardia kill | KCNH2 3.1 block
O=C(NCc1ccccc1)C(=O)NCC1COc2ccccc2O1 (centres undefined) | 8% | -10% | -22% | 4% | 0 | -7% | -7% | -1% | 14% | -1 | 6
CC(=O)c1ccc2c3c(cccc13)C(=O)N(c1c(C)nn(C)c1C)C2=O | x | -9%[0.365 µM] | 0% | -3% | -9 | -8% | 6% | -6% | 17% | 1 | -2
O=C(CCC1CC(=O)Nc2ccccc21)NCc1cccnc1 (centres undefined) | -20% | 1% | -5% | 1% | 0 | -1% | 8% | -2% | 1% | u | 1
COc1cc(/C=C2\C(=N)N3N=C(S(C)(=O)=O)SC3=NC2=O)cc(OC)c1OCCOc1cccc(C)c1 | -8% | -7% | 0% | 1% | 10 | -1% | -4% | 5% | 0% | -1 | 1
O=C(O)c1c[nH]c2cc(C(F)(F)F)ccc2c1=O | -13% | 11% | 6% | 2% | 7 | -9% | 0% | 1% | 0% | -11 | 5
COC(=O)C(Cc1cnc(Cl)s1)(C(=O)OC)c1ccccc1[N+](=O)[O-] | 1% | -10% | -2% | 1% | 1 | -3% | -1% | -5% | -1% | -25 | 9
Cn1cccc1CC(=O)N/N=C/c1ccco1 | -15% | -23% | 0% | 0% | -4 | -7% | 1% | -21% | 0% | 6 | -16
N#Cc1cn(N2CCCCC2)c(=O)[nH]c1=O | -6% | 9% | -5% | 0% | 4 | -3% | 0% | -2% | -2% | -2 | 0
Cc1ccc(S(=O)(=O)NCC(=O)N(CC(=O)NCC2CCCO2)Cc2ccc(Cl)cc2)cc1 (centres undefined) | u | 16% | -4% | -2% | 2 | 4% | -1% | 2% | -1% | -2 | 13
NC(=O)Nc1ccc(C(=O)OCC(=O)N2CCc3ccccc3C2)cc1 | x | x | -1% | -1% | x | -1% | 0% | -4% | -3% | -12 | 21
c1ccc2[nH]c(NCCCN3CCOCC3)nc2c1 | -2% | -9% | 21% | 1% | 0 | -5% | -1% | -5% | -1% | 10 | -4
COc1ccc(NC(=O)C2CCC(N3C(=O)C4CCCCC4C3=O)CC2)cc1 (centres undefined) | 3% | 2% | 2% | 1% | 1 | -1% | x | 1% | -4% | -1 | 1
N=c1c(S(=O)(=O)c2ccc(Br)cc2)cc2c(=O)n3ccccc3nc2n1C1CCCC1 | -2% | 6% | 1% | -6% | x | -4% | 8% | -7% | 3% | 6 | -5
COC(=O)c1cc2c(ccn2C)n1C | 10% | 11% | 0% | 0% | -6 | -8% | 3% | 2% | -3% | 9 | 14
CCOC(=O)c1c(C)sc2c1N(C(C)=O)c1cc(Cl)ccc1S2 | -3% | -6% | -1% | 3% | 2 | 1% | -7% | 6% | -5% | 9 | 9

An excerpt from above in order of their number in uPA generation, falling:
SMILES	uPA generation
O=C(O)c1c[nH]c2cc(C(F)(F)F)ccc2c1=O	0%
Cc1ccc(S(=O)(=O)NCC(=O)N(CC(=O)NCC2CCCO2)Cc2ccc(Cl)cc2)cc1 (centres undefined)	-1%
CCOC(=O)c1c(C)sc2c1N(C(C)=O)c1cc(Cl)ccc1S2	-7%

(next part)
SMILES | VP16 counter | RORgamma inh | NPC1 prom act | FLuc modulator | FBPA coupling cs | Rab9 prom act | uPA generation | Tb PFK inh | ELG1 genotoxic | Giardia kill | KCNH2 3.1 block
FC(F)Oc1ccc(NC(=S)NC23CC4CC(CC(C4)C2)C3)cc1 | 7.1µM* | 0.79µM* | 3% | 19µM* | -2 | 22% | 14% | -3% | -14% | 9 | 4
Cc1ccc(N2CC(C(=O)NCCS(=O)(=O)N3CCN(c4ccccc4)CC3)CC2=O)cc1 (centres undefined) | -8% | -14% | -1% | 2%&3% | 0 | 2% | -7% | 0% | 1% | 8 | 3
CC(=O)c1ccccc1OCC(O)CN1CCN(CCN2C(=O)c3cccc4cccc(c34)C2=O)CC1 (centres undefined) | u | -7% | -1% | -1% | 2 | 1% | -2% | 3% | -15% | 5 | 2
OC1(Cc2ccn[nH]2)CCCCC1 | -3% | -13% | 17% | 14% | 2 | -7% | 3% | -5% | 3% | 23 | 8
CCOc1ccccc1CN1CCN(C/C=C/c2ccc(OC)cc2)CC1CCO (centres undefined) | -11% | 14% | -3% | 6% | 1 | 1% | -1% | 2% | -3% | 10 | -15
CCOC(=O)c1cn(CC(=O)Nc2cccc(Cl)c2)nn1 | 2% | -4% | 2% | -3% | 2 | -18% | 16% | 1% | -4% | -6 | -8
CCOc1ccccc1NC(=O)CSc1nc2cc(O)ccc2c(=O)n1-c1ccc(OC)c(OC)c1 | -8% | -1% | 0% | 7% | 2 | -8% | 2% | 5% | -5% | 12 | 20
CC(C)Cn1c(N)c(C(=O)COC(=O)C2CCCCC2)c(=O)n(C)c1=O | -22% | u | -3% | -2% | 0 | -1% | -1% | -2% | -11% | -11 | -1
CN(C)S(=O)(=O)c1ccc(C(=O)Nc2ccccc2C(=O)O)cc1 | -8% | -45% | 1% | 12µM* | 1 | 3% | -5% | -1% | -1% | -5 | 0
CN1CCN(CC(=O)Nc2ccc(Cl)cc2Cl)CC1 | 4% | 9% | -5% | 2% | 3 | -4% | 14% | -1% | 3% | -10 | -3
COc1ccc(-c2nc(-c3cccc([N+](=O)[O-])c3O)cc(=O)o2)cc1OC | -12% | u | 0% | 3% | 2 | 1% | -1% | -9% | 4% | -4 | 11
CCn1c(COc2cc(C)cc(C)c2)nnc1SCC(=O)N1CCN(c2ccccc2)CC1 | -8% | 0% | 3% | 3% | 4 | 3% | x | 2% | -7% | -5 | -13
CN(C)c1cc(NC(=O)CN2CCOCC2)c2ccccc2n1 | -6% | -2% | -7% | 0% | 2 | -1% | -17% | 23% | x | -2 | -1
Cc1ccc(NC(=S)NNC(=O)Cn2nc([N+](=O)[O-])cc2C)cc1 | -3% | 35% | -4% | 2% | -7 | -7% | x | 3% | 2% | u | -8
CCOC(=O)C1=C(C)NC(C)=C(C(=O)OCC)C1c1cn(-c2ccccc2)nc1-c1ccco1 | -2% | 1% | 2% | 5% | 2 | 2% | 1% | 2% | 15% | 1 | 0
CCOC(=O)CSc1cc(=O)n(CC)c2ccccc12 | -8% | -9% | 0% | -1% | 0 | 2% | 1% | 0% | 3% | 2 | 1
CCN(CC)C(=O)CSc1nc(O)c(Cc2ccccc2)c(=O)n1-c1ccccc1C | -10% | 13% | -4% | 1% | 5 | 3% | 1% | -6% | 0% | 12 | 12
N#CCn1c(Cc2ccccc2)nc2ccccc2c1=O | -7% | 6% | -3% | 5% | 2 | 3% | 12% | -3% | 2% | 42[activator] | -12
COC(=O)c1cccc(N(CC(=O)NC2CCCC2)C(=O)CNC(=O)c2cccs2)c1 | 0% | -25% | u | 0% | -2 | 4% | -4% | 0% | -2% | 14 | 19
Cc1cc2ccccc2n2c(SCC(=O)N3CCOCC3)nnc12 | -11% | -19% | -4% | 2% | -2 | -7% | 3% | 7% | -12% | -25 | -1
COc1ccc(NC(=O)c2cccc(-n3cnnn3)c2)cc1 | 11% | u | -1% | -13% | 4 | -17% | x | 3% | 6% | 8 | -14
CC(C)OC(=O)Nc1ccc2c(c1)N(C(=O)CCN(C)C)c1ccccc1CC2 | 7% | -38% | -1% | u | -2 | -1% | -16% | 1% | 4% | 9 | -3
CCn1c(SCC(=O)N2CCCC2)nc2c(c1=O)SC(C)C2 (centres undefined) | 18% | 5% | -1% | 0% | 1 | -3% | 4% | 7% | -3% | 16 | -9
O=C(Nc1ccc(Cl)cc1F)C1CCCN(C2=NS(=O)(=O)c3ccccc32)C1 (centres undefined) | x | x | 0% | 1% | x | 0% | 14% | 0% | 2% | 6 | -5
CCC1CN(C(=O)NCc2ccc(C)cc2)c2cc(Cl)ccc2O1 (centres undefined) | 3% | 24% | -2% | -2%&-12% | 1 | 0% | -3% | -21% | -4% | -2 | -15
O=C(Cn1c(CO)nc2ccccc21)Nc1ccc2c(c1)OCCCO2 | x | x | 1% | -2% | x | -6% | -12% | 1% | 1% | 0 | 1
CC(Oc1ccc(Br)cc1)C(=O)O/N=C(\N)c1ccncc1 (centres undefined) | 6% | 11% | -5% | -2% | x | 0% | 6% | 0% | -8% | -6 | x
CCN1C(=O)CC(N2CCC(Nc3ccc(F)cc3)CC2)C1=O (centres undefined) | 1% | -19% | 1% | 0% | 2 | -1% | 0% | 0% | -4% | 13 | 5
COc1ccc(S(=O)(=O)N2CCC(C(=O)N3CCOCC3)CC2)cc1OC | 2% | -21% | 4% | 2% | 7 | -5% | 5% | 6% | 1% | 18 | -10
CCCNC(=S)NNC(=O)c1cccs1 | -12% | -42% | -2% | -2% | 3 | 0% | -1% | -3% | 1% | -6 | 17
O=C(CSC1=NC(=O)C(Cc2ccccc2)C(=O)N1)Nc1ncccn1 (centres undefined) | -8% | -1% | -2% | 2% | -1 | -4% | x | -2% | 0% | x | x

An unsorted share of the library; 14% or so of the library scored in one or more.
